Screens from PubChem.
sgs1 mgt1: NCI yeast anticancer drug screen, S. cerevisiae sgs1 mgt1 strain. % growth inhibition at 50 µM. AID 161. hit rate 10% among 78,000;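 note: 0% = growth of vehicle-only cultures of the same strain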
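Growth of a repair-deficient yeast mutant was monitored after compound treatment and expressed as inhibition relative to vehicle-treated cultures.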
cln2 rad14: NCI yeast anticancer drug screen, S. cerevisiae cln2 rad14 strain; hit rate 8.3% among 78,000; % growth inhibition at 50 µM; AID 165;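 note: 0% = growth of vehicle-only cultures of the same strain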
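Strain: cln2 rad14 yeast, altered in cell cycle control and DNA damage repair. Read-out: growth inhibition vs vehicle.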
rad50: NCI yeast anticancer drug screen, S. cerevisiae rad50 strain. growth inhibition, % at 50 µM. hit rate 10% among 79,000. AID 155;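 note: 0% = growth of vehicle-only cultures of the same strain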
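Cells are treated with compound, grown, and their growth is then scored against vehicle-only cultures of the same repair-deficient yeast strain.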
yeast mlh1 rad18: NCI yeast anticancer drug screen, S. cerevisiae mlh1 rad18 strain. growth inhibition, % at 50 µM. hit rate 11% among 79,000;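 note: 0% = growth of vehicle-only cultures of the same strain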
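Test agents were incubated with a yeast strain of defined genotype (DNA damage repair defect). Inhibition of growth was derived by comparison with vehicle-exposed cultures.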
yeast bub3: NCI yeast anticancer drug screen, S. cerevisiae bub3 mutant strain | % growth inhibition at 50 µM | hit rate 9.9% among 78,000 | AID 167;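 note: 0% = growth of vehicle-only cultures of the same strain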
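Compounds were applied to a genetically altered yeast strain carrying a cell-cycle control defect. Growth inhibition was scored against vehicle-treated controls.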
yeast mec2-1: NCI yeast anticancer drug screen, S. cerevisiae mec2-1 strain | growth inhibition, % at 50 µM | hit rate 9% among 79,000;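 note: 0% = growth of vehicle-only cultures of the same strain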
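Each compound was tested on mec2-1 yeast, a strain altered in DNA damage repair or cell cycle control. Growth inhibition is reported relative to vehicle.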
An asterisk follows results filed as active; & = joins results of further samples; ! = not confirmed by another sample. Cut-off read from the data, not from the text of the source: active = growth inhibition above about 70%; inactive = the rest.

SMILES | sgs1 mgt1 | cln2 rad14 | rad50 | yeast mlh1 rad18 | yeast bub3 | yeast mec2-1
O=C(N/N=C/c1ccc(Cl)cc1Cl)c1ccccc1SSc1ccccc1C(=O)N/N=C/c1ccc(Cl)cc1Cl | -5 | -8 | -19 | 20 | -10 | 2
CC1=CC2(O)OC3(CC2=C(C)C)C(C)CCC13 (centres undefined) | -31 | 23 | 0 | -10 | -17 | -31
C=C(C)C(=O)OCC(O)C[N+](C)(C)C (centres undefined) | 3 | 11 | 0 | 4 | 5 | -16
O=C(O)C1C(c2ccccc2)=C1c1ccccc1 | 60 | 58 | 74* | 47 | 39 | 56
CCN(CC)c1ccc(/C=C(\C)c2nc3ccc(C)cc3[nH]2)cc1 | 8 | 2 | -5 | 3 | -9 | -11
CCc1cc2c(cc1C(=O)/C=C\c1cccc3ccccc13)C(C)(C)CCC2(C)C | 8 | -20 | 13 | 15 | -4 | -5
Nc1ncc(-c2ccccc2)nn1 (tested in a mixture with another compound) | -2 | -8 | 1 | 25 | 35 | 17
CCS(=O)(=O)c1ccc(OC)c(N)c1 | 20 | 0 | 20 | 23 | -3 | -11
CC(=O)n1[nH]c(=O)c2ncccc2c1=O | 9 | -7 | 3 | 9 | -8 | 8
CC(N)(CC(=O)O)C(=O)O (centres undefined) | 2 | 10 | 0 | -10 | -21 | -9
CC/C(CC(=O)CCC(=O)Nc1ccccc1[N+](=O)[O-])=N/NC(=O)C[n+]1ccccc1 | -56 | 16 | -2 | -13 | -1 | 7
CC(=O)[CH-]C(=O)c1ccccc1.CC(=O)[CH-]C(=O)c1ccccc1.CC[O-].O=C1C=C([O-])C(=O)c2ccccc21.[Ti+4] | 64 | 61 | 25 | 57 | 60 | 60
CCCCC(CCCC)(C(N)=O)C(=O)OCC | 3 | 0 | -29 | -20 | -1 | -12
CC1=CC(=NC2CC(C)CC(C)(C)C2)CC(C)(C)C1 (centres undefined) | -31 | -42 | -30 | -20 | 15 | -8
FC(F)(c1nc2ccccc2[nH]1)C(F)(F)C(F)(F)c1nc2ccccc2[nH]1 | 6 | 41 | 21 | 2 | -1 | 5
C=CC1CC[N-]CC1.[Cl][Cu][Cl] | 3 | -8 | 6 | 6 | -15 | -2
COc1ccc2ccc(/C=C/[N+](=O)[O-])cc2c1OC | 35 | 38 | 55 | 68 | 85* | 88*
COc1ccccc1[P+](CO)(c1ccccc1OC)c1ccccc1OC | 15 | -1 | 39 | 35 | 25 | 3
CN(C)CCOCCO | 12 | 10 | 14 | 11 | -4 | 28
Cc1cc(Cc2cc(C)c(NC(=O)C(=O)C3CCC4=C(SC5C=CC=CC5N4)C3=O)c(C(C)C)c2)cc(C(C)C)c1NC(=O)C(=O)C1CCC2=C(SC3C=CC=CC3N2)C1=O (centres undefined) | -8 | 15 | -16 | -28 | 15 | -14
CC1CCCS(=O)(=O)O1 (centres undefined) | 17 | 12 | 21 | 16 | 3 | 10
CC(=O)NC(c1ccccc1)(c1ccccc1)c1ccccc1 | 15 | 5 | 12 | 20 | 31 | 8
c1cncc(C2c3[nH]c4ccccc4c3CCN2CCN2CCCCC2)c1 (centres undefined) | -9 | -4 | -33 | -34 | -37 | -47
CCc1cccc(CC)c1N1C(=O)CC(Sc2ccccc2N)C1=O (centres undefined) | -15 | -1 | -18 | -26 | -10 | -16
CO[C@H]1C[C@@H]2CC[C@@H](C)[C@@](O)(O2)C(=O)C(=O)N2CCCC[C@H]2C(=O)O[C@H]([C@H](C)C[C@@H]2CC[C@@H](O)[C@H](OC)C2)CC(=O)[C@H](C)C=C(C)[C@@H](O)[C@@H](OC)C(=O)[C@H](C)C[C@H](C)/C=C/C=C/C=C1C | 90* | 85* | 89* | 89* | 89* | 91*

Compound profiles, from the list above. Screens in order: sgs1 mgt1	cln2 rad14	rad50	yeast mlh1 rad18	yeast bub3	yeast mec2-1
CC1CCCS(=O)(=O)O1 (centres undefined) reads 17	12	21	16	3	10
CO[C@H]1C[C@@H]2CC[C@@H](C)[C@@](O)(O2)C(=O)C(=O)N2CCCC[C@H]2C(=O)O[C@H]([C@H](C)C[C@@H]2CC[C@@H](O)[C@H](OC)C2)CC(=O)[C@H](C)C=C(C)[C@@H](O)[C@@H](OC)C(=O)[C@H](C)C[C@H](C)/C=C/C=C/C=C1C reads 90*	85*	89*	89*	89*	91*
CCc1cccc(CC)c1N1C(=O)CC(Sc2ccccc2N)C1=O (centres undefined) reads -15	-1	-18	-26	-10	-16
C=CC1CC[N-]CC1.[Cl][Cu][Cl] reads 3	-8	6	6	-15	-2
CC(=O)n1[nH]c(=O)c2ncccc2c1=O reads 9	-7	3	9	-8	8

Additional compounds
SMILES | sgs1 mgt1 | cln2 rad14 | rad50 | yeast mlh1 rad18 | yeast bub3 | yeast mec2-1
CC(=O)OCC1OC(n2c(-c3ccccc3)c(C)c(C)c(C#N)c2=S)C(OC(C)=O)C(OC(C)=O)C1OC(C)=O (centres undefined) | 14&19 | 22&36 | 7&10 | -10&15 | -23&2 | -13&9
O=C(O)c1c[nH]c2cc(-n3cccc3)ccc2c1=O | 6 | 12 | 2 | 8 | 13 | -8
CCOC(=O)CCC(NC(=O)c1ccc(Nc2nc3ccccc3nc2-c2cccs2)cc1)C(=O)OCC (centres undefined) | 20 | 15 | 7 | -35 | 9 | 4
CC(C)COC(C)OCC(C)Cc1cc2c(cc1Br)OCO2 (centres undefined) | 2 | -37 | -2 | -14 | -12 | -32
CC(Cc1nc2ccccc2[nH]1)Cc1nc2ccccc2[nH]1 | 7 | 21 | -7 | 16 | 2 | 17
Oc1ccc2ccccc2c1CNC1CCCCC1 | -9 | -26 | -9 | -27 | 30 | -19
O=C1c2scc(-c3ccc(Cl)cc3)c2-n2cccc21 | 24 | -2 | 1 | 19 | 10 | 10
CCOC(=O)/C(C#N)=C/c1ccccc1F | 20 | 1 | 23 | 41 | 15 | 14
COC1=C(c2ccccc2)P(=O)(Cc2ccccc2)C(C)C1 (centres undefined) | 25 | -9 | -7 | 2 | 48 | 12
CC1=NN(c2ccccc2)C(=O)C1N=Nc1ccc(S(N)(=O)=O)cc1 (centres undefined) | -31 | 8 | -4 | 3 | -16 | 6
COc1cccc(CCNC(=O)Cc2ccccc2CCO)c1 | -47 | 9 | -6 | -54 | -38 | -8
N#Cc1c(-c2ccc(Cl)cc2)c(-c2ccc(Cl)cc2)nn(CCOC(=O)CCC(=O)OCCn2nc(-c3ccc(Cl)cc3)c(-c3ccc(Cl)cc3)c(C#N)c2=O)c1=O | 6 | -24 | -12 | 26 | 5 | 9
CCc1nnc2ncccn12 | 4 | -6 | -1 | -3 | 10 | -11
COc1ccc(/C=C2\N=C(SC)NC2=O)cc1 | 26 | 1 | -8 | -25 | 2 | 0
O=C(Nc1ccc(Cl)cc1)c1ccccc1O | 89*! | 85*! | 93*! | 97*! | 91*! | 95*!
O=[N+]([O-])c1ccc(Oc2ccccc2-c2ccccc2)c([N+](=O)[O-])c1 | 12 | -74 | -2 | 14 | 8 | -4
Nc1ccc(C(=O)Nc2ccc(C(=O)Nc3ccc(/C=C/c4ccc(NC(=O)c5ccc(N)cc5)cc4S(=O)(=O)O)c(S(=O)(=O)O)c3)cc2)cc1 | 69 | 18 | 68 | 74* | 70* | 73*
NC1=NN(c2ccccc2)C(=O)C1C(=O)CCC(=O)Nc1cccc(C(F)(F)F)c1 (centres undefined) | -42 | -15 | -6 | -12 | -23 | -11
CC(=O)N(C(C)=O)c1ccc(C)cc1 | -15 | -10 | -14 | -14 | -11 | -19
COCC12CC(CC1=O)C1C2ON2c3ccccc3C(=O)C12c1ccccc1 (centres undefined) | 37 | 38 | 51 | 19 | 27 | -8
COc1ccc(/C=C/C(=O)c2sc(-n3nc(-c4ccccc4)cc3-c3ccccc3)nc2C)cc1OC | 5 | 1 | 18 | 6 | 24 | -7
C=C1C(=O)O[C@@H]2/C=C(C)/C=C\[C@@H]3O[C@@]3(C)C[C@@H](O)C12 (some centres undefined) | 0 | 24 | 10 | -26 | 34 | 37
O=C1c2ccccc2S[C@@H](O)[C@@H]2CCCN12 | -65 | -14 | -32 | -42 | -42 | -14
CCCCCCC(C)c1ccccc1O (centres undefined) (tested in a mixture with another compound) | 94* | 94* | 92* | 92* | 93* | 94*
CC(c1ccccc1)n1cnc2c(=S)nc[nH]c21 (centres undefined) | -8 | 3 | 17 | -10 | -6 | -21

Reprinted from the part before: two compounds; new compounds follow.
SMILES | sgs1 mgt1 | cln2 rad14 | rad50 | yeast mlh1 rad18 | yeast bub3 | yeast mec2-1
CCCCCCC(C)c1ccccc1O (centres undefined) (tested in a mixture with another compound) | 94* | 94* | 92* | 92* | 93* | 94*
CC(c1ccccc1)n1cnc2c(=S)nc[nH]c21 (centres undefined) | -8 | 3 | 17 | -10 | -6 | -21
CCCCOC(=O)c1ccccc1 | -10 | -3 | -7 | 18 | -1 | 14
O=C(O)c1nc2cc(C(F)(F)F)ccc2nc1Nc1ccc(F)cc1 | 75* | 80* | 64 | 43 | 75* | 68
CCOC(=O)CN=C1NNS(=O)(=O)c2ccccc21 | -10 | 28 | 4 | 6 | -23 | -17
Cc1ccc(C(=O)C2CC2)c(C)c1 | -15 | -12 | -25 | -7 | -20 | -53
CC(C)(C)C1=CC(=N/N=c2\scc(-c3ccccc3)n2Cc2ccccc2)C=C(C(C)(C)C)C1=O | -5 | -30 | 17 | -3 | -12 | -5
Cc1ccccc1NC(=O)O/N=C(\Cl)C(C)C | 21 | 14 | -2 | 14 | 65 | 4
Nc1nc(NCCO)c(NC=O)c(=O)[nH]1 | -3 | -34 | -12 | -1 | -14 | 6
Clc1ccc(Oc2ncnc3nc[nH]c23)cc1 | 3 | -1 | 4 | 24 | -2 | 6
COc1cccc2c1C(=O)c1c(O)c3c(c(O)c1C2=O)CC(O)(C(C)=O)CC3OC1CC(N/C(C)=C/C(C)=O)C(O)C(C)O1 (centres undefined) | 89* | 88* | 89* | 88* | 86* | 90*
CC(C)C(NC(=O)OC(C)(C)C)C(=O)O (centres undefined) | 15 | -66 | -11 | -7 | 9 | 1
COc1ccc2[nH]cc(C(=O)C(=O)NC34CC5CC(CC(C5)C3)C4)c2c1 | -5 | -2 | 13 | -22 | 16 | 6
OCCNCCOc1ccc(/C(=C(/Cl)c2ccccc2)c2ccccc2)cc1 | 94* | 93* | 87* | 90* | 93* | 94*
CSC1=NN(C)C2(CCCCC2)C(=O)N1 | -3 | -27 | 8 | 4 | -16 | -12
CCCCCCCCSSCCCCCCCC | 27 | 3 | 32 | 31 | 26 | 10
O=c1oc2c(CN3CCOCC3)c(O)ccc2c2c1CCCC2 | 23 | 30 | 25 | 32 | 44 | 22
CC1=Cc2cc3[n-]c(cc4nc(cc5[n-]c(cc1n2)cc5C)C(C)=C4CCC(=O)O)c(CCC(=O)O)c3C.[Pd+2] | 12 | 63 | 15 | 11 | 8 | 26
OC1=CC(=S)NC(c2ccccc2)C1 (centres undefined) | 59 | 33 | 47 | 62 | 63 | 52
CCOC(=O)c1c(C)csc1NC(=O)CSCc1c(F)cccc1Cl | -3 | 18 | 5 | 28 | 27 | -9
Cc1ccc(S(=O)(=O)NCCC(Cl)(Cl)Cl)cc1 | 1 | 1 | 22 | 28 | 38 | 7
CSC(=S)N(C)NC(=O)c1cccc(C(=O)NN(C)C(=S)SC)n1 | 1 | -57 | 4 | 8 | -8 | -30
CN1CCN(CCCN)CC1 | -30 | 30 | 4 | 11 | -18 | 25
CCCSc1ncnc2nc[nH]c12 | 10 | -15 | 24 | 17 | -14 | -1
COc1cc2c(NCCCCCO)ncnc2c(OC)c1OC | -39 | -23 | -33 | -31 | 17 | -41
COc1cc(N(C)c2cc(=O)n(C)c(=O)[nH]2)ccc1C | 13 | 40 | 28 | 24 | 26 | 26
CNc1ccccc1S(=O)(=O)c1ccccc1[N+](=O)[O-] | 53 | -2 | 43 | 8 | 27 | 12
(further entries)
SMILES | sgs1 mgt1 | cln2 rad14 | rad50 | yeast mlh1 rad18 | yeast bub3 | yeast mec2-1
NS(=O)(=O)c1ccc(NC(=O)Nc2ccccc2)cc1 | 2 | -18 | -3 | 22 | 20 | -5
CCOC(=O)C1(Br)C(c2ccccc2)NC(=O)NC1(C)Br (centres undefined) | 1 | 13 | 9 | -15 | -2 | -12
Cc1cc(O)c(C(c2ccc(C#N)cc2)c2c(O)cc(C)[nH]c2=O)c(=O)[nH]1 | 2 | -6 | -1 | -6 | 5 | -32
CC(=O)OCCOCNC(=S)N/N=C(\C)c1ccco1 | 3 | 4 | -20 | -12 | -5 | -8
O=[N+]([O-])c1ccc(N=Nc2ccc(O)c3ccccc23)cc1 | 22 | 17 | 13 | -9 | -25 | 1
O=[N+]([O-])c1c(Cl)cc(Cl)c([N+](=O)[O-])c1-c1ccccc1 | -14 | 8 | -17 | -32 | 14 | 9
C=CCOC(=O)C(F)(F)F | -1 | 4 | 0 | -1 | 7 | -4
C=CCOC/C=C\CCOCC/C=C/COCC=C (tested in a mixture with another compound) | 6 | -14 | 5 | 2 | 2 | 1
O=C1CCC(O)=C1O | 2 | 26 | -8 | 0 | -2 | -11
Cc1nc(Nc2ccccc2Cl)c2ccsc2n1 | -6 | 3 | -7 | 9 | -6 | -1
